# Fh CTSL1 inh: blocks F. hepatica cathepsin L1 in PFM18AAP counter-screen. recombinant F. hepatica cathepsin L1, Z-Leu-Arg-MCA fluorescence. inhibition, % at 5.96 µM. 300,000 compounds, 0.49% hits;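 active = inhibition above the mean of all tested compounds plus 3 SD, set per screening campaign, cut at about 17% in these data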;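 also: 0% = plate median of test compound wells and 100% = 1 µM Z-Phe-Ala-diazomethylketone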
# TPT1 inh: C. albicans TPT1 enzyme inhibition. 300,000 compounds, 0.81% hits. recombinant caTPT1, FP RNA substrate dephosphorylation. inhibition, % at 5 µM. AID 1962;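 active = inhibition above the mean of all tested compounds plus 3 SD, set per screening campaign, cut at about 24% in these data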;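 also: plate controls were DMSO alone for no effect and ferristatin control at 100 nM for full effect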
# PP5 inh: PP5 (human) phosphatase inhibition; purified PP5c, OMFP substrate fluorescence; inhibition, % at 6.7 µM; 320,000 compounds, 0.18% hits;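 active = inhibition above the campaign's mean inhibition across all tested compounds plus 3 SD, cut at about 9.5% in these data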;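 also: 0% = DMSO only and 100% = 100 µM cantharidin control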
# core dimer inh: blocks dimerization of HCV core protein; inhibition, % at 5 µM; AID 1899; 300,000 compounds, 0.33% hits; TR-FRET GST/Flag-core106 dimerization, 1536-well;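 active = inhibition above the mean of all tested compounds plus 3 SD, set per screening campaign, cut at about 45% in these data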
#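 Test system: GST/Flag-tagged HCV core106 proteins; Medium: KF-containing HEPES buffer, pH 7.45, DTT, CHAPS, BSA; Times: compound-protein-antibody incubation 4 h at 22.5 °C; Detection: TR-FRET 671 and 617 nm emission; Benchmarks: wells lacking GST-core106 and wells with excess unlabelled core106.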
# JMJD2C inh: blocks human GASC-1 demethylase activity | AID 2099 | inhibition, % at 2.35 µM | 330,000 compounds, 0.069% hits | GST-JMJD2C(1-420) H3K9me3 demethylation, DELFIA europium;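 active = more than half of a compound's replicate wells show inhibition beyond 50%, single wells judged on their own value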;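 also: signal counts dimethyl H3K9 product captured on neutravidin plate; 0% = median of DMSO wells and 100% = 0.3 times that DMSO median; strong numbers were not always called active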
# Target sequence (Q9H3R0 1-420 limits assumed): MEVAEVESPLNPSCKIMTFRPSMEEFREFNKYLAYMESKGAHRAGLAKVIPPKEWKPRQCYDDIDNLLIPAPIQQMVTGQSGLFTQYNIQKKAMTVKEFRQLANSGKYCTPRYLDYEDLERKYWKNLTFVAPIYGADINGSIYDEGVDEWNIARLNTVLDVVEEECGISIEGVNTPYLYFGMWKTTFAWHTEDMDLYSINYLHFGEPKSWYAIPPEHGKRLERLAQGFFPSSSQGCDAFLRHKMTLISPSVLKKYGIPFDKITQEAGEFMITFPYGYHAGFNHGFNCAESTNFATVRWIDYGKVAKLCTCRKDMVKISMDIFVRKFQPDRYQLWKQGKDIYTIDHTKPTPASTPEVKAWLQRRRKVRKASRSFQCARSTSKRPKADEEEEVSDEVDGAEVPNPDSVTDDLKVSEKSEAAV
# PREPL inh: inhibitors of human prolyl oligopeptidase-like enzyme PREPL; recombinant PREPL, fluorescence polarization activity-based probe; inhibition, % at 5.96 µM; AID 2751; Q4J6C6; 320,000 compounds, 0.68% hits; in the data active = inhibition above about 43%;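 also: 0% = enzyme with DMSO and 100% = wells lacking enzyme; many of its hits are not listed in these tables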
# LYPLA2 counter: blocks human lysophospholipase 2, a PME1 counter-screen | recombinant LYPLA2, FP-Rh probe fluorescence polarization | inhibition, % at 5.9 µM | 320,000 compounds, 0.38% hits;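 active = inhibition above the screen-wide mean plus 3 SD, limit set per campaign, cut at about 26% in these data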;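 also: 0% = LYPLA2 with DMSO and 100% = wells lacking LYPLA2 enzyme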
# Target sequence (O95372 whole entry, looked up): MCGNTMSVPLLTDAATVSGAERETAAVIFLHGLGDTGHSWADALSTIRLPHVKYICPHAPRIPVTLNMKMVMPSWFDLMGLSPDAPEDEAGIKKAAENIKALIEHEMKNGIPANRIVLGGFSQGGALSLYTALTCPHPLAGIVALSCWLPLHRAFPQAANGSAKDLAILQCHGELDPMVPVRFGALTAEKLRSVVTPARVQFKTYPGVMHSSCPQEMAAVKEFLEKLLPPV
# PP1 counter: blocks human PP1-alpha phosphatase, a PP5 counter-screen; P62136; purified PP1alpha, OMFP fluorescence; inhibition, % at 6.7 µM; 320,000 compounds, 0.9% hits; AID 2235;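 active = inhibition above the mean inhibition of all tested compounds plus 3 SD, computed separately for each screening campaign, cut at about 15% in these data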
# Target sequence (P62136 whole entry, looked up): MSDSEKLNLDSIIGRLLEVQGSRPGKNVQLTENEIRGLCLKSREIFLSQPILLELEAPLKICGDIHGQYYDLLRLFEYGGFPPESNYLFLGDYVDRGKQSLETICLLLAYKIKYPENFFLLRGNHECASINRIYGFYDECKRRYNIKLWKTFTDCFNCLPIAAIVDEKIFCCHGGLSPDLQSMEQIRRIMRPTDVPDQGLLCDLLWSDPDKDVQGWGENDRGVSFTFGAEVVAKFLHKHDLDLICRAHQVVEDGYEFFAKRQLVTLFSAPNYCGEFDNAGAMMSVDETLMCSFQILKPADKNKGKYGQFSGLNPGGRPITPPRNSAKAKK
# Efflux pump inh: blocks antifungal efflux pumps in multiplex yeast assay; S. cerevisiae Candida pump triplex, Nile Red efflux; inhibition, % at 10 µM; 330,000 compounds, 0.44% hits;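 active = plate passing quality check with inhibition over a set limit, or well fluorescence over plate mean plus 4 SD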;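 also: Nile Red retained in pooled yeast measured as flow cytometry median fluorescence; 0% = buffer negative control and 100% = Enniatin B positive control; higher means more Nile Red kept so more efflux inhibition; some compounds called inactive have numbers as strong as hits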
# Active calls of the source: *; . = not tested or not shown. This is a subset. The share of hits here may be higher or lower than overall.
SMILES	JMJD2C inh	Fh CTSL1 inh	core dimer inh	LYPLA2 counter	PP1 counter	PREPL inh	Efflux pump inh	TPT1 inh	PP5 inh
Cc1ccc(S(=O)(=O)c2c(N)n(NC(=O)c3ccco3)c3nc4ccccc4nc23)cc1	14.6	1.1	3.9	-2.3	-2.7	1.7	0.0	3.7	0.8
COc1ccccc1-c1nnc2sc(-c3ccc(N(C)C)cc3)nn12	3.2	-0.4	14.0	4.3	0.6	51.7*	0.2	0.9	3.0
CCCCOc1ccccc1C1NC(=O)NC(C)=C1C(=O)OCCOCC (configuration not stated)	13.8	6.5	-1.7	-0.7	-1.1	1.8	0.1	-1.5	-1.6
O=c1cnc2ccccc2n1Cc1ccccc1C(F)(F)F	-13.3	1.6	3.4	-1.1	-1.3	-4.5	0.1	-0.1	-1.0
CNc1c(NS(=O)(=O)c2ccc(CC(C)C)cc2)c(=O)oc2ccccc12	-1.5	-0.1	1.4	-4.1	2.5	6.5	0.7	-1.2	1.5
Cn1ccsc1=NC(=O)c1ccc(Cl)c([N+](=O)[O-])c1	5.8	-3.8	8.8	6.4	2.5	-2.6	-2.1	-1.9	2.3
CCCOc1ccc(C2=NNC(c3cccs3)=Nc3ccc(OC)cc32)cc1	-49.1	2.0	12.6	-1.1	2.2	-1.9	-0.1	3.6	3.5
CC(=O)N1CCN(C(=O)c2ccccc2NS(=O)(=O)c2ccc(F)cc2)CC1	6.2	.	.	5.1	-1.1	1.6	0.1	.	-1.5
COc1ccc(NC(=O)c2c(NC(=O)CCC(=O)O)sc3c2CCCCC3)cc1	9.4	8.7	6.4	6.9	-1.5	9.0	0.0	-1.9	0.1
CCOC(=O)c1cnn(-c2ccccc2)c1-n1cccc1C(=O)C(=O)Nc1ccc(OC)cc1	-1.7	6.6	15.0	5.9	1.4	-1.0	0.3	-2.9	3.9
Cc1cccc(NC(=O)c2cc(NC(=O)C3CCCCC3C(=O)O)ccc2Cl)n1 (configuration not stated)	8.1	-0.9	-8.6	-3.3	-0.8	-2.4	-0.1	-2.9	0.9
O=C(c1cccc(F)c1)N1CCCC(C(=O)N2CCCC2)C1 (configuration not stated)	1.1	-3.6	-5.0	1.1	-1.8	-6.0	-0.1	-4.7	0.3
COc1ccccc1N1CCN(C2CCCN(Cc3ccccc3OCCO)C2)CC1 (configuration not stated)	5.3	6.0	-0.7	8.7	-4.7	6.5	-0.2	-0.9	-1.1
Cc1ccc2c(C)nc(Nc3ncc4c(n3)CCCC4=O)nc2c1	1.0	0.8	1.1	1.3	-6.3	3.4	0.1	1.0	1.8
CCOC(=O)C1C(c2ccc(OC)c(OC)c2)c2c([nH][nH]c2=O)CC1(C)O (configuration not stated)	1.9	0.5	0.3	0.4	-1.0	-0.5	0.0	-2.2	-0.9
CN(C)S(=O)(=O)c1cccc(C(=O)NCc2cccs2)c1	8.8	-0.7	-2.8	5.1	-1.5	7.7	0.0	-3.0	-2.7
CCOc1cc(N2CCOCC2)c(OCC)cc1NC(=O)Cc1ccccc1	-7.1	5.2	-3.4	-0.4	-3.5	14.9	0.0	1.9	0.4
CCOc1cc(CNCc2ccccn2)cc(Cl)c1OC	8.8	1.5	-3.2	0.9	5.7	-13.2	-0.2	-2.1	0.6
CCCCn1cc(SCC(=O)O)c2ccccc21	5.3	-2.8	-4.1	3.8	-3.5	0.9	-0.2	-3.2	1.1
O=C(CSc1nnc(Cc2cccs2)n1C1CCCCC1)N1CCN(C(=O)c2ccco2)CC1	26.4	1.0	8.9	3.5	0.2	11.9	0.0	0.7	1.4
O=C(Nn1cnnc1)c1ccc(OC(F)(F)C(F)C(F)(F)F)cc1 (configuration not stated)	13.0	-2.6	4.4	-5.9	3.2	5.1	-0.2	-1.3	-2.0
CCOC(=O)c1cc(-c2ccccc2)n(CC(=O)Nc2ccc(OCC)cc2)c1C	-2.0	-6.1	-3.2	-1.9	8.4	4.9	-0.2	1.2	1.5
CCCN(CCC)C(=O)NC1CC(=O)N(c2ccc(OC)cc2)C1 (configuration not stated)	4.2	1.4	9.1	-6.7	-1.7	8.0	0.1	7.6	-1.6
NC(N)=N/N=C/c1ccccc1OC(F)F	3.4	0.6	-2.5	-1.0	0.7	15.2	0.1	-3.0	-0.8
O=C(Cc1ccc([N+](=O)[O-])cc1)Nc1ccc(O)cc1C(=O)O	-4.2	0.2	1.6	0.1	-2.5	7.1	0.0	-4.5	-2.2
O=C1C2C3CCC(O3)C2C(=O)N1c1cccc(O)c1 (configuration not stated)	-7.3	0.6	-11.7	8.2	1.7	7.0	-0.2	-3.1	2.3
CCCCOc1ccc(Br)cc1/C(C)=N/NC1=NCCN1	-19.0	-1.1	-1.3	9.9	2.5	14.2	-0.1	-2.4	2.1
CCC1=C(OC(=O)N(CC)CC)N2C(=O)OC(=NCc3ccccc3)[C@]2(C)[C@H]2C1=CC[C@H]1C(=O)N(CC(=O)OC)C(=O)[C@H]12	7.2	2.6	3.1	2.5	3.0	1.6	0.2	1.1	4.3
O=C(NCc1ccccc1)c1cccc(OCC(=O)N2CCN(C(=O)c3ccco3)CC2)c1	-1.1	-1.7	5.5	1.1	-1.4	7.7	-0.2	3.2	0.9
O=C(c1ccc(F)cc1)n1c(NCc2ccccc2)n[nH]c1=S	-2.4	-8.6	0.5	-6.6	1.5	0.8	0.5	-3.6	0.4
CCCCN(C)CCCNC(=O)c1cn(CC)c2ccc(S(=O)(=O)N3CCc4ccccc4C3)cc2c1=O	-3.0	6.5	-2.1	1.8	10.3	17.8	0.0	0.0	0.0
O=C(Nc1ccc(-c2csc(-c3ccccc3)n2)cc1)c1ccccc1	-39.2	-0.1	9.0	-8.2	3.0	-1.4	-0.2	0.6	2.9
CC1(c2nnc(-c3ccc(F)cc3)o2)CC(c2ccc(F)cc2)=NO1 (configuration not stated)	-10.0	-5.5	5.4	4.5	-2.4	-18.3	-0.1	-3.3	2.2
Cc1c(NC(=O)CC(=O)Nc2c(C)n(C)n(-c3ccccc3)c2=O)c(=O)n(-c2ccccc2)n1C	2.7	1.3	3.0	7.5	-0.9	8.6	0.0	1.0	1.2
O=C(NC1CCCCC1)C1(c2ccccc2)CC1(Cl)Cl (configuration not stated)	-0.1	0.7	-1.8	-5.2	0.0	2.0	0.2	-1.4	1.7
O=S(=O)(c1ccccc1)N1N=C(c2cccs2)CC1c1ccc(Br)cc1 (configuration not stated)	-4.5	-1.8	27.1	-0.7	-2.8	-0.7	0.0	2.3	3.5
O=S(=O)(c1ccc(Br)cc1)c1nc(-c2ccccc2)oc1NCc1cccnc1	1.5	3.9	8.3	-0.1	6.6	8.8	-0.1	-3.1	4.5
CC(C)C[C@H]1CN=C(Nc2ccccc2)N1CC1CCCCCC1	-3.6	19.6*	-21.6	3.1	4.5	26.9	0.0	-2.0	0.8
Cc1cc(=O)oc2c(C(=O)/C=C\c3cccs3)c(O)ccc12	-3.2	1.4	17.5	3.4	2.0	-0.8	-0.4	-1.8	1.0
CCCC(=O)c1c(NC(C)C)cc(C)oc1=O	-31.0	-2.8	0.7	4.2	-6.7	17.1	0.7	1.6	2.5
CC1CCCCN1S(=O)(=O)c1ccc(N(C(=O)c2cnccn2)C(C(=O)NC2CCCC2)c2cccs2)cc1 (configuration not stated)	-1.0	4.8	3.9	-2.9	0.2	-0.5	0.6	3.3	0.4
COc1cccc(OC)c1-c1nn2c(-c3cc(-c4ccccc4)n[nH]3)nnc2s1	-0.5	-1.4	54.2*	12.4	58.6*	27.9	0.2	14.9	5.4
O=C(CNS(=O)(=O)c1c(Cl)cccc1Cl)N1CCCCCC1	-9.0	-2.9	-14.9	0.6	0.7	14.7	-0.2	-3.5	0.6
O=C(Nc1ccc(F)cc1)Nc1ccc([N+](=O)[O-])cn1	4.0	1.3	-1.9	-3.8	-6.0	-5.5	0.0	1.0	-2.7
CCOc1ccc(NC(=O)C(CC(=O)O)Cc2ccc(Br)cc2)cc1 (configuration not stated)	-3.5	4.4	12.4	4.9	-1.9	-1.1	-0.1	2.1	-1.7

# Profiles as entered above.
# CN(C)S(=O)(=O)c1cccc(C(=O)NCc2cccs2)c1 across the screens: JMJD2C inh = 8.8; Fh CTSL1 inh = -0.7; core dimer inh = -2.8; LYPLA2 counter = 5.1; PP1 counter = -1.5; PREPL inh = 7.7; Efflux pump inh = 0.0; TPT1 inh = -3.0; PP5 inh = -2.7
# CC1CCCCN1S(=O)(=O)c1ccc(N(C(=O)c2cnccn2)C(C(=O)NC2CCCC2)c2cccs2)cc1 (configuration not stated) across the screens: JMJD2C inh = -1.0; Fh CTSL1 inh = 4.8; core dimer inh = 3.9; LYPLA2 counter = -2.9; PP1 counter = 0.2; PREPL inh = -0.5; Efflux pump inh = 0.6; TPT1 inh = 3.3; PP5 inh = 0.4

# The listing continues.
SMILES	JMJD2C inh	Fh CTSL1 inh	core dimer inh	LYPLA2 counter	PP1 counter	PREPL inh	Efflux pump inh	TPT1 inh	PP5 inh
CCOC(=O)COc1nc(C)cc(C(F)(F)F)c1C#N	16.6	3.9	-2.0	-1.9	-2.1	0.4	-0.1	1.9	-2.0
O=C(Cn1nnc2ccccc2c1=O)NC1CCCCC1	-10.7	0.7	-1.1	-1.6	-2.7	-13.2	0.0	-1.1	2.1
COc1ccc(/C=C/c2cc(C(F)(F)F)on2)cc1	6.4	0.5	-1.6	2.9	-0.3	-1.0	0.0	-0.1	1.9
O=c1ccc(-c2ccc(S(=O)(=O)Nc3cccc([N+](=O)[O-])c3)s2)n[nH]1	-16.1	21.4*	-22.8	11.1	2.7	4.3	0.1	-0.5	2.8
COc1cccc(NC(=O)CCC2CCN(Cc3nccs3)CC2)c1	4.2	3.7	-16.9	-1.2	0.7	16.1	0.0	-2.8	0.7
Cc1csc(NC(=O)CSc2nc(C(C)C)nc3ccccc23)n1	-14.1	-0.3	4.8	2.1	1.1	-9.5	-0.1	0.8	1.8
O=C(O)c1ccc(Cl)c(S(=O)(=O)N(Cc2ccccc2)c2ccc(F)cc2)c1	11.7	-0.6	15.2	-1.5	4.8	-2.3	-1.7	-2.3	1.5
CCOC(=O)C1=C(N)OC2=C(C(=O)CC(C)(C)C2)C1c1cc(CSc2nnnn2C)cs1 (configuration not stated)	-6.4	1.9	5.2	1.6	4.0	9.5	-0.2	4.4	2.5
C=CCc1ccc(OCCOc2cccc3ccc(C)nc23)c(OC)c1	-16.0	-1.6	1.0	-1.1	2.5	-10.6	0.1	1.9	1.2
O=C(Nc1ccc(S(=O)(=O)N2CCCCC2)cc1)c1cnccn1	3.8	2.0	7.6	-1.3	0.4	-7.3	0.1	-3.1	2.9
Cc1csc(SCC(=O)NC(=O)NCc2ccccc2)n1	0.6	1.2	1.2	4.8	0.2	-2.0	0.0	-2.3	1.4
O=C(COC(=O)c1ccccc1[N+](=O)[O-])Nc1cccnc1Cl	-6.4	-4.8	-0.9	6.2	-0.9	-3.3	0.0	3.7	-2.8
OCc1ccccc1N=Cc1cccnc1	6.2	-3.2	2.5	-2.8	3.8	-6.3	0.0	-0.4	1.7

# Compound activity: PubChem, several laboratories
